# Tau fluor cs = counter-screen for tau fibril formation inhibitors. tau K18 P301L Alexa594 fluorescence, heparin fibrillization. AID 1463. 0.93% of 280,000 active. Potency, µM (titrated, usually from 57.7 µM), for inactives: at the highest dose activity change, negative = decrease; also: % is scaled to controls: 0 for no effect and ±100 for the full control effect; nearly all actives have a fitted effect of over 55% in size
#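 Human tau K18 P301L (15 uM unlabeled, 0.24 uM Alexa 594-labeled) in 100 mM sodium acetate pH 7 with 20 uM heparin, 6 hr at 37 C. ThT 30 uM added, 1 hr ambient; Alexa 594 FP and total fluorescence read at 555/632 nm.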
# Tau fibril ThT = inhibitors of human tau fibril formation, thioflavin T binding; P10636; AID 1460; recombinant tau K18 P301L (four-repeat tau fragment), heparin-induced fibrillization, ThT fluorescence; 2.1% of 270,000 active; Potency, µM (titrated, usually from 57.4 µM), for inactives: at the highest dose activity, negative = inhibition, most hits filed as inhibitors; also: % is scaled to controls: 0 for no effect and ±100 for the full control effect; nearly all actives have a fitted effect of over 55% in size
# Target sequence (P10636 561-689 P618L limits assumed): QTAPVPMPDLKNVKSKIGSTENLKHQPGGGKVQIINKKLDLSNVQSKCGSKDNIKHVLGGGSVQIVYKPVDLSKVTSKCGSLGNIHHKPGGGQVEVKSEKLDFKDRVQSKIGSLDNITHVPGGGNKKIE
#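 Aggregation was driven by heparin (20 uM final) acting on recombinant tau […] bearing P301L in 100 mM sodium acetate pH 7; fibrils were detected with Thioflavin T.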
# TR SRC2 fluor cs = counter-screen for TRb-SRC2 inhibitors: fluorescence interference | Potency, µM (doses to about 106 µM), for the others: at the top dose fluorescence change, negative = quenching | 0.29% of 280,000 active | TRb/SRC2 Texas Red total fluorescence interference | AID 1479; active = well fitted curve in either direction with a large enough effect; inconclusive = small, poorly fitted or top-dose-only effect; also: % is scaled to controls: 0 for no effect and ±100 for the full control effect
#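 Human TRβ ligand-binding domain (0.6 uM) and Texas Red SRC2 peptide (20 nM) in Tris buffer with 1 uM T3 and 5% DMSO were incubated with pinned compound for 5 hr at ambient temperature. Total fluorescence was computed as S + 2P (555/632 nm).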
# HTT cytoprotect = cytoprotection in Huntington HTT-Q103 PC12 cell model; PC12 HTT-Q103 induced, cytoprotection, ATP luminescence, 40 h; Potency, µM (titrated, usually from 56.4 µM), for inactives: cytoprotection (ATP increase), actives largely listed as activators; 0.14% of 230,000 active;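 also: % of control where 0% means no effect; nearly all actives have a fitted effect of over 45% in size; toxic huntingtin expression switched on by the ecdysone agonist tebufenozide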
#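 Readout: ATPlite luminescence (ATP level). Model: stable PC12, inducible Htt exon1 Q103-GFP. Inducer: tebufenozide, 100 nM final. Compounds: dose series. No G418 in medium.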
# TRb SRC2 PPI = TRbeta-SRC2 interaction inhibition; TRbeta-SRC2 peptide binding, fluorescence polarization; receptor liganded with 1 µM T3; Potency, µM (titrated, usually from 106 µM), for inactives: top-dose activity change, negative = inhibition, actives largely listed as inhibitors; 0.065% of 280,000 active; AID 1469;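 also: plate controls were bound peptide for no effect and peptide without receptor for full effect; nearly all actives have a fitted effect of over 50% in size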
#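 Binding of a 20-amino-acid Texas Red SRC2 peptide (20 nM) to TRb ligand-binding domain (0.6 uM) with agonist T3 at 1 uM was followed by fluorescence polarization after a 5 hr room-temperature incubation.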
# L3MBTL1 block = inhibitors of human L3MBTL1; AlphaScreen L3MBTL1–H3K9me1 peptide binding; Q9Y468; AID 485360; 0.66% of 230,000 active; Potency, µM (highest dose often 57.1 µM), without a hit: at the highest dose activity, negative = inhibition, usual class: inhibitors; also: % is scaled to controls: 0 for no effect and ±100 for the full control effect; nearly all actives have a fitted effect of over 60% in size
# Target sequence (Q9Y468 whole entry, looked up): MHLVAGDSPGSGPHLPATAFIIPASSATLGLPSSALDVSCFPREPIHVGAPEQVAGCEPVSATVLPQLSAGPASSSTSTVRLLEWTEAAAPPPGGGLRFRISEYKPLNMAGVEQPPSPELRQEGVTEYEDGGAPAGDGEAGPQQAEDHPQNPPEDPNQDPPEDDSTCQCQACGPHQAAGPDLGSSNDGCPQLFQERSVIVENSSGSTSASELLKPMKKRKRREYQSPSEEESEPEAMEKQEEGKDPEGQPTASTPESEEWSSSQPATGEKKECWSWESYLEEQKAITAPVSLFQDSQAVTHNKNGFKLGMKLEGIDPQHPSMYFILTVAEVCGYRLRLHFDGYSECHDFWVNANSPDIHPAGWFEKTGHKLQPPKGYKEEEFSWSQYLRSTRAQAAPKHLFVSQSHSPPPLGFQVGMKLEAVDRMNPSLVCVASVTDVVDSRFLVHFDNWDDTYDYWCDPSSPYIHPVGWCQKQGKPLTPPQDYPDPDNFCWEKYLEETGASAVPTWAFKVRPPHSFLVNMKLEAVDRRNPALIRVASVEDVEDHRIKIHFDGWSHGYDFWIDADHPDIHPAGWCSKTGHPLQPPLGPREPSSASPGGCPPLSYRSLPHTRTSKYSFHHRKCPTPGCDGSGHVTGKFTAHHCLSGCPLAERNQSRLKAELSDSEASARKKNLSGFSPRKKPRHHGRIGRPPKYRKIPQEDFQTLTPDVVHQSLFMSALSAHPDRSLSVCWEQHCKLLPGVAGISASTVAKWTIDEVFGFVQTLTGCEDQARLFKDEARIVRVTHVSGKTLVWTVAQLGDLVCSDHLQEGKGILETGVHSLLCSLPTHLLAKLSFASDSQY
#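 AlphaScreen assay: L3MBTL1 (50 nM final) was preincubated 30 min at room temperature with biotinylated H3(1-15)K9me1 peptide (75 nM final), then 30 min with library compounds; streptavidin donor and nickel chelate acceptor beads (10 ug/mL final) added, 30 min dark.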
# RECQ1 helicase = RECQ1 (human) helicase inhibition; P46063; RECQ1 DNA unwinding, red fluorescence kinetic read; Potency, µM (highest dose often 57.3 µM), for inactives: at the top dose activity, negative = inhibition, hits mostly inhibitors; AID 2549; 0.54% of 240,000 active;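 also: plate controls were vehicle for no effect and no enzyme for full effect; nearly all actives have a fitted effect of over 30% in size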
#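 50 nM RECQ1T1 preincubated 15 min with compound in Tris pH 8.0 buffer with MgCl2, DTT, Tween-20 and 2.5 ug/ml poly(dI-dC); started with 200 nM TAMRA/BHQ-2 forked duplex and 2 mM ATP. Unwinding read as fluorescence (525/598 nm), two reads 2 h apart.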
# Tau FP inhib = inhibitors of human tau fibril formation. 0.39% of 280,000 active. P10636. K18 P301L tau heparin fibrillization, Alexa594 FP, 6 h. AID 1468. Potency, µM (titrated, usually from 57.7 µM), inactives show at the highest dose activity, negative = inhibition, hits mostly inhibitors; also: % is scaled to controls: 0 for no effect and ±100 for the full control effect; nearly all actives have a fitted effect of over 55% in size
#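 Human tau K18 […] P301L fragment, 15 uM unlabeled plus 0.24 uM Alexa 594-labeled tau (final), with compound and 20 uM heparin in 100 mM sodium acetate pH 7; 6 hr at 37 C, then Alexa 594 FP read.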
# An asterisk follows results filed as active; i = inactive; ? = inconclusive; · = no result given; & = joins results of further samples; [ ] = remark or other dose. Unless noted, calls follow the shape of the dose curve; as a rule, active = well fitted curve in the direction sought with a large enough effect; inconclusive = small, poorly fitted or top-dose-only effect, or another doubt; inactive = no such curve, though single readings can be large; an effect the other way counts as inactive or inconclusive. Potency is read from the fitted curve at half-maximal effect. An excerpt (hit frequency here may not be typical).
# Below each compound – Tau FP inhib	Tau fluor cs	TR SRC2 fluor cs	L3MBTL1 block	RECQ1 helicase	TRb SRC2 PPI	Tau fibril ThT	HTT cytoprotect
> CN(C(=O)c1ccc2c(Cl)c3c(nc2c1)CCC3)c1ccccc1F
  11%	-9%	-1%	·	·	2%	-14%	·
> COc1ccc(C)cc1-n1[nH]nnc1=S
  -8%	5%	-1%	12%	-3%	0%	-2%	-13%
> O=C(c1ccco1)N1CCN(c2ccc(Cl)cc2)CC1
  -6%	0%	-3%	4%	-6%	9%	?	21%[10 µM]
> COc1cccc(C(=O)NCc2cn3ccccc3n2)c1
  ?	?	-1%	·	·	2%	-4%	·
> COc1ccc(Cl)cc1C(=O)Nc1ccc(NC(=O)C(C)C)cc1
  -8%	-15%	-1%	3%	-2%	-4%	-17%	-59%
> Cc1ccc(CNC(=O)c2ccc(CS(=O)Cc3cccc(Cl)c3)o2)cc1 (configuration not stated)
  7%	-12%	-2%	·	·	-5%	-12%	·
> COc1ccc(/C=C/C(=O)Nc2ccc(OC)nc2)cc1
  -12%	-16%	3%	8%	-11%	-3%	?	·
> CCOc1ccc(-n2c(-c3ccccc3)c[n+]3c2CCCCC3)cc1
  7%	-2%	-2%	2%	-4%	9%	-3%	24%[1.9 µM]
> CN1CCN(c2ccc(CNS(=O)(=O)c3ccccc3)cc2)CC1
  -2%	-8%	-1%	2%	-1%	6%	-4%	2%[10 µM]
> Oc1ccccc1C1CC(c2cccs2)=NC(c2ccc(Cl)cc2)N1 (configuration not stated)
  13%	?	-1%	-5%	-8%	5%	?	-7%[10 µM]
> Cn1cnnc1SCC(=O)Nc1cc(C(F)(F)F)ccc1N1CCOCC1
  9%	11%	-1%	11%	-1%	-2%	5%	·
> CCc1ccc(NC(=O)c2c(C(=O)Nc3ccccc3)sc3nc(C)cc(=O)n23)cc1
  -3%&-13%	-15%&-27%	-3%&6%	1%	-2%	5%&-7%	-6%&-10%	10%[10 µM]
> COc1ccc(NC(=O)c2sc3nc(C)c(C(=O)Nc4ccc(C)cc4C)c(-c4cccs4)c3c2N)cc1
  -5%	-8%	-1%	·	·	5%	?	·
> Cc1cc(C)n(CC(O)CN(c2ccccc2)S(=O)(=O)c2ccccc2)n1 (configuration not stated)
  2%	-2%	1%	-3%	-7%	0%	-2%	-10%
> COc1ccc(NC(=O)CSc2nc(-c3ccco3)cc(C(F)(F)F)n2)cc1OC
  -5%	-21%	3%	·	·	-7%	-4%	·
> COc1ccc(-n2c(SCC(=O)NCc3ccccc3)nc3c([nH]c4ccccc43)c2=O)cc1
  9%	-25%	-1%	·	·	0%	-1%	·
> Cc1ccc(NC(=O)Cn2nc(-c3ccccc3Cl)ccc2=O)c(Br)c1
  -4%	-18%	-4%	·	-11%	3%	-19%	-23%
> O=C(Nc1ccncc1)c1ccc(NS(=O)(=O)c2cccc(F)c2)cc1
  -4%	-14%	-2%	4%	-6%	-5%	9%	·
> COc1ccc(S(=O)(=O)Nc2cc(C)cc(C)n2)c2ccccc12
  -5%	0%	-4%	·	2%	-7%	-12%	-16%
> CC(C)CN1CN(Cc2ccco2)CNC1=S
  -4%	-1%	-1%	-10%	-2%	3%	1%	-2%[10 µM]
> CCOC(=O)CC1C(=O)NCCN1C(=O)c1sc2ccccc2c1Cl (configuration not stated)
  -5%	-2%	-5%	-4%	i	-6%	3%	-22%
> NC(=S)N/N=C/c1cn(CCC(=O)O)nc1-c1cccc(Br)c1
  3%	5%	-3%	0%	-5%	-3%	3%	17%[10 µM]
> O=C(CN1CCCC1)Nc1ccc(Oc2ccc(NC(=O)CN3CCCC3)cc2)cc1
  -6%	-13%	-1%	-3%	0%	0%	-7%	-48%[inhibitor][10 µM]
> COc1cc(NC(=O)CN2C(=O)NC(C)(c3ccccc3)C2=O)c(C)cc1[N+](=O)[O-] (configuration not stated)
  10%	-19%	-19%	2%	0%	0%	?	-24%[10 µM]
> O=C(NCc1ccc(Cl)s1)c1cc(COc2c(F)cccc2F)on1
  0%	-19%	0%[53 µM]	8%	-11%	8%[53 µM]	-7%	31%[10 µM]
> CC(=O)Nc1nc(C)c(-c2csc(Nc3cccc([N+](=O)[O-])c3)n2)s1
  ?	?	-13%	·	-20%	-7%	?	-34%
> Cc1ccc(C)c(C2=CSC3=NS(=O)(=O)CCN23)c1
  0%	-8%	2%	-3%	-11%	-11%	-4%	3%
> Clc1ccc(-n2ncc3c(NCc4ccco4)ncnc32)cc1
  ?	?	-7%	3%	-13%	-4%	-14%	-24%
> COC(=O)c1cccc(NC(=O)CSc2nnc(COc3ccccc3)n2C)c1
  5%	0%	-4%	3%	-9%	2%	10%	-9%[10 µM]
> COc1cc(NS(=O)(=O)c2ccc(N/C=C\C(=O)c3ccc(OC)c(OC)c3)cc2)nc(OC)n1
  ?	3%	-1%	-3%	-1%	2%	4%	-41%[10 µM]
> CCCSc1nnc(-c2cnn(-c3ccccc3)c2-n2cccc2)n1C
  -7%	-6%	0%	·	-1%	9%	-16%	-12%
> COc1ccccc1-c1ccc(=O)n(CC(=O)NC2CCc3ccccc32)n1 (configuration not stated)
  -5%[2.34 µM]	-2%	5%	-2%	-9%	-2%	-17%	-59%[inhibitor][10 µM]
> CCOC(=O)Cn1c(=O)cc(-c2ccccc2)c2c(C)nn(C)c21
  9%	-3%	0%	·	·	-6%	-15%	·
> c1cnc(N2CCN(Cc3ccc4c(c3)OCO4)CC2)nc1
  -4%&-19%&3%&3%&1%	-7%&-12%&-4%&-9%&-7%	-30%	-2%&1%	-6%	1%	-9%&-3%&-8%&-9%&-3%	?
> Cn1c(=O)[nH]c(NC2CCCCC2)c([N+](=O)[O-])c1=O
  0%	4%	-1%	5%	3%	-3%	4%	-11%[10 µM]
> COc1cccc(C(=O)NCc2cn3ccsc3n2)c1
  -6%	2%	-8%	0%	-7%	-4%	-5%	-6%[10 µM]
> CCC(=O)N1CCc2cc(S(=O)(=O)NCCC(=O)Nc3cc(C)cc(C)c3)ccc21
  1%	-17%	-5%	39%[activator]	i	-5%	-4%	-17%
> Cn1c(=O)[nH]c(=O)c2c1nc(CN1CCN(c3cccc(Cl)c3)CC1)n2CCN1CCOCC1
  1%	5%	-3%	3%	-1%	0%	10%	-17%
> CC(C)NC(=O)NC(=O)CSc1ncc(C(F)(F)F)cc1Cl
  2%	-11%	0%	1%	-2%	9%	-6%	-15%[10 µM]
> O=C(CNCCO)Nc1ccc(F)c(Cl)c1
  1%	13%	-6%	-2%	0%	0%	12%	-16%[10 µM]
> CC(=O)NC(Cc1ccc(C)cc1)C(=O)NC1CCN(c2ncccc2[N+](=O)[O-])CC1 (configuration not stated)
  1%	-8%	-1%	10%	-2%	-1%	-9%	12%[10 µM]
> Fc1ccc(-c2nnc(CSc3nnc(-c4ccc5c(c4)OCO5)o3)o2)cc1
  -10%	-2%	-10%	33%[activator]	-7%	-1%	-9%	1%
> CCOC(=O)c1c(C)sc(Sc2ccc(Cl)cc2[N+](=O)[O-])c1OC
  5%	?	3%	·	14%	-3%	?	-10%
> CSc1cc(-c2ccc(Cl)cc2)n(Cc2ccccc2)c(=O)c1C#N
  -5%	-8%	-1%	·	-9%	-9%	-2%	-18%
> CCOc1ccccc1NC(=O)CSc1cn(CC(=O)N2CCCCCC2)c2ccccc12
  -8%	-8%	-1%	·	·	-1%	-18%	·
> COCCCNC(=O)Cn1c(=O)n(Cc2ccccc2Cl)c(=O)c2cc(OC)c(OC)cc21
  -5%	-1%	-2%	2%	-4%	-2%	2%	-42%[inhibitor]
> CSc1cccc(NC(=O)c2c(Cl)cnn2C)c1
  3%	-2%	-1%	·	-3%	-9%	-2%	-4%
> CC1CCN(CCC(=O)Nc2ccc3c(c2)CCC3)CC1
  6%	6%	-1%	-4%	0%	-8%	-3%	1%[10 µM]
> COc1cccc(C2=NOC(C(=O)Nc3cc(OC)c(OC)c(OC)c3)C2)c1 (configuration not stated)
  -5%	-8%	-1%	0%	-4%	-12%	-4%	-34%
> COc1ccc2cc(C(=O)C3CCCN(C(=O)CCc4cnn(C)c4)C3)ccc2c1 (configuration not stated)
  -2%	-3%	-3%	1%	?	-4%	-8%	-1%[10 µM]

# Later entries
# Below each compound – Tau FP inhib	Tau fluor cs	TR SRC2 fluor cs	L3MBTL1 block	RECQ1 helicase	TRb SRC2 PPI	Tau fibril ThT	HTT cytoprotect
> CCOc1ccc(C(=O)NCC(=O)OCC(=O)c2ccc3c(c2)-c2ccccc2C3)cc1
  ?	-12%	2%	-7%	1%	-9%	?	-4%[10 µM]
> COCCNS(=O)(=O)c1cccn1-c1ncc(C(F)(F)F)cc1Cl
  -3%	-2%	3%	·	i	-10%	-6%	9%
> O=c1c2[nH]c3cccc(Cl)c3c2ncn1Cc1ccco1
  -4%	-6%	-1%	1%	-24%	-3%	-7%	-10%[10 µM]
> COc1cc(/C(C)=N/NC(=O)CSc2nc3ccccc3[nH]2)ccc1O
  9%	-8%	-1%	-5%	-9%	2%	?	-7%[10 µM]
> CCC(=O)Oc1ccc2c(C)cc(=O)oc2c1C
  9%	3%	1%	0%[11.4 µM]	-7%	-9%	-9%	14%
> O=C(O)CCn1c(SCc2cccc3ccccc23)nc2ccccc21
  -3%	-10%	-4%	·	-4%	-10%	-19%	-32%
> CCOC(=O)c1[nH]c2ccccc2c1NC(=O)CN(C)C
  5%	-2%	1%	-6%	-18%	-1%	-6%	-4%[10 µM]
> CCOC(=O)c1cnc2c(ccc3ccccc32)c1Nc1ccc(OC)cc1OC
  3%	?	2%	·	·	5%	?	·
> Cc1ccc(C#N)c(SCc2ccccc2[N+](=O)[O-])n1
  -1%	-4%	-4%	-2%	-3%	-3%	4%	-25%[10 µM]
